# hgDAF-12 ag: activates the H. glycines DAF-12 receptor ligand-binding domain | activation, % at 6.8 µM | AID 687014 | HEK293 GAL4-hgDAF12 UAS-luciferase reporter, agonist luminescence; normalized to butyrate control | hit rate 1.8% among 370,000;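 active means activation above a cutoff set at the mean of all screened compounds plus 3 SD, cut at about 10% in these data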;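 further: 0% = DMSO wells and 100% = sodium butyrate wells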
# Rev-erbA mod: modulators of human Rev-erb alpha DNA binding. P20393. Rev-erbα–FITC-DNA binding, fluorescence polarization, 90 min. activity, % at 10 µM. hit rate 0.79% among 370,000;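 active means activity above about 14%, limit read from the data; passing the limit was not always enough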;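 further: 0% = DMSO wells with 35 nM protein and 100% = DMSO wells with 750 nM protein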
# DAX1 inh-1: inhibitors of human orphan nuclear receptor DAX1 (NR0B1) | AID 504766 | HEK293 Gal4-DAX1 luciferase reporter, luminescence | inhibition, % at 6.75 µM | P51843 | hit rate 0.99% among 340,000;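 active means inhibition above the mean over all tested compounds plus 3 SD, cut at about 4.2% in these data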;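 further: 0% = DAX1-transfected cells with DMSO and 100% = empty-vector control cells with DMSO; inhibition shows as a rise in luminescence from relieved DAX1 repression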
# Target sequence (P51843 207-470 limits assumed): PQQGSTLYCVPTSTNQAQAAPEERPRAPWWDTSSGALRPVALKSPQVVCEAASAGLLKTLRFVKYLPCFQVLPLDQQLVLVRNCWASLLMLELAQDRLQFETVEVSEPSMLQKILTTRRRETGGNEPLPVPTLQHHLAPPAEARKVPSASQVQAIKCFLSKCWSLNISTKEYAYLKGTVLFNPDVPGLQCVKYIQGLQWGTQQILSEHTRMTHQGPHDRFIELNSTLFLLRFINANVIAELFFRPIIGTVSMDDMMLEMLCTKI
# PLC-beta3 inh: inhibitors of human phospholipase C beta3. Purified PLC-beta3, fluorogenic substrate, fluorescence. AID 720704. hit rate 0.18% among 370,000. inhibition, % at 12.2 µM; in the data active means inhibition above about 11%;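 further: 0% = median of compound wells on plate and 100% = full blocker control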
# SMARCA2 activ: SMARCA2 function activation, primary screen; MG213 cells, MMTV-luciferase reporter, dexamethasone, overnight; activation, % at 9.1 µM; hit rate 1% among 370,000; AID 652017; in the data active means activation above about 7.8%;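 further: 0% = vehicle wells and 100% = reference activator wells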
# ssDAF12 agonist: activates DAF-12 receptor from parasite S. stercoralis; activation, % at 6.8 µM; hit rate 1% among 370,000; HEK293 ssDAF-12/GRIP1 lit1-tk-luc reporter, luminescence; % of 3 µM dafachronic acid response;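 active means activation above the mean over all tested compounds plus 3 SD, cut at about 0.9% in these data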;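 further: 0% = DMSO-only wells and 100% = 3 µM delta7-dafachronic acid wells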
# PG9 Ab binder: small molecules binding HIV-1 gp120 antibody PG9; inhibition, % at 6.7 µM; TR-FRET gp120-PG9 antibody binding; hit rate 0.43% among 360,000; in the data active means inhibition above about 8.5%
# HGIII-sPLA2 inh: Blocks human group III sPLA2 activity | hit rate 0.56% among 370,000 | QFRET BODIPY PC-A2 liposome hydrolysis, fluorescence | Q9NZ20 | inhibition, % at 12.2 µM;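 active means inhibition above mean plus 3 SD of compounds lying within the high and low control bounds, cut at about 19% in these data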;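 further: 0% = median of test compound wells and 100% = no enzyme DMSO wells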
# Target sequence (Q9NZ20 whole entry, looked up): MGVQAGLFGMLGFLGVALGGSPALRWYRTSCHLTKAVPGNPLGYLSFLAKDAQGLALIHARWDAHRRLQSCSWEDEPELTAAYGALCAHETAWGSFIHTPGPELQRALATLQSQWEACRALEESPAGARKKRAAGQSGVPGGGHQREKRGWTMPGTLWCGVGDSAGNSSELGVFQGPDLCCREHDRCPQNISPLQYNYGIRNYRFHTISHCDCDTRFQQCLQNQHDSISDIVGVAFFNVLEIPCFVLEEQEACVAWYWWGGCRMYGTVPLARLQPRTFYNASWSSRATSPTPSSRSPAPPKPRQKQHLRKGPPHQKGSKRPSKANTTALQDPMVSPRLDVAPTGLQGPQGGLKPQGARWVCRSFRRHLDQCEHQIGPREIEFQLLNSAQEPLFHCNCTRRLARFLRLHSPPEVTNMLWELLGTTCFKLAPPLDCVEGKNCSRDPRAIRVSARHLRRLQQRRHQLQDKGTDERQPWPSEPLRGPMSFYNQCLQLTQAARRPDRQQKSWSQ
# DAX1 inh-2: blocks DAX1 repression of SF-1 activated StAR promoter; HEK293T StAR-luciferase reporter, SF-1/DAX-1 repression relief; inhibition, % at 6.8 µM; hit rate 1.1% among 370,000; AID 652010;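 active means inhibition above the mean over all tested compounds plus 3 SD, cut at about 3.6% in these data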;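 further: 0% = DAX-1 cells with DMSO and 100% = cells lacking DAX-1 with DMSO; higher inhibition means more luminescence from relief of DAX-1 repression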
# GAA850 FXN act: activators of GAA850 frataxin (FXN) promoter; HEK293 lucGAA850 FXN promoter luciferase reporter, 24 h; percent of 10 µM SAHA response; activation, % at 6 µM; hit rate 0.56% among 360,000;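 active means activation above the average of all compounds screened plus 3 SD, cutoff fixed separately per campaign, cut at about 7.5% in these data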;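 further: 0% = DMSO wells and 100% = 10 µM SAHA wells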
# hcDAF-12 act: H. contortus DAF-12 activation, primary screen; HEK293 hcDAF-12 lit1-tk-luc reporter, luminescence; 0% DMSO, 100% Δ7-dafachronic acid; activation, % at 6.8 µM; hit rate 1.4% among 370,000; AID 652067;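 active means activation above the mean of all tested compounds plus 3 SD, cut at about 5.5% in these data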;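 further: 100% = response to 3 µM Δ7-dafachronic acid high control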
# Starred values were filed as active, the others as inactive; i = inactive; · = not tested or not shown.
SMILES,hgDAF-12 ag,Rev-erbA mod,DAX1 inh-1,PLC-beta3 inh,SMARCA2 activ,ssDAF12 agonist,PG9 Ab binder,HGIII-sPLA2 inh,DAX1 inh-2,GAA850 FXN act,hcDAF-12 act
COc1ccc(CCNC(=O)CCNC(=O)N2CC(=O)Nc3ccccc32)cc1,-0.2,-2,-0.1,-2,-1,-1.2,-0.6,4,1.1,-0.5,0.1
Cc1ccsc1/C=N/NC(=O)c1ccccn1,9.8,7,-0.2,-2,2,0.2,-1.7,13,3.2,3.3,10*
Cc1cc(Br)c(OCc2ccc(C(=O)N/N=C3\CC(=O)CC(C)(C)C3)cc2)c(Br)c1,-4.1,0,-1.8,-10,-4,-1.3,1.4,11,-0.9,1.2,-0.9
COCCCN(Cc1cc(OC)c(OC)c(OC)c1)C(=S)Nc1cccc(SC)c1,-1.6,6,-1.3,-4,-4,-0.6,0.4,15,-1.6,-4.7,-2.2
CN(C)c1c([N+](=O)[O-])cc2[nH]c(=O)[nH]c2c1[N+](=O)[O-],-0.8,11,-0.1,7,5,-1.7,-8.7,0,0.5,5.2,0.2
CCn1c(C)[n+](Cc2ccccc2)c2ccc(C(=O)OC)cc21,0.1,-5,-0.4,2,0,-0.7,-1.0,1,1.2,2.8,1.5
Cn1c(N)c(C(=O)COC(=O)c2cc3ccccc3cc2O)c(=O)n(C)c1=O,2.6,-29,0.2,-1,0,-0.2,-3.3,-3,-0.2,-0.1,-0.7
CCc1cccc(CC)c1NC(=S)NCc1nc2ccccc2[nH]1,1.5,-4,5.4*,0,0,-0.4,0.1,15,-0.4,-0.7,1.7
Cc1ccc(C(NC(=O)C2CCN(CCCOc3ccccc3)CC2)c2ccccn2)cc1 (stereo not given),-3.6,5,·,0,-2,-1.0,1.3,-17,1.8,-0.8,0.5
O=C(NCSC1=NCCS1)c1ccccc1,2.4,-2,1.1,6,2,-2.3,-3.4,1,-1.0,0.3,-0.4
O=C(N/N=C\c1cc2c(cc1Cl)OCO2)c1cccnc1,2.0,0,0.6,-19,0,-0.7,0.6,12,0.4,-1.0,0.8
CC1CN(C(=O)CCC(=O)NCCCN2CCC(Cc3ccccc3)CC2)c2cc(Cl)ccc2O1 (stereo not given),0.3,-1,-0.6,-4,-2,-0.8,1.0,-5,0.2,-1.3,-0.4
CCCCSC1(SCCCC)N=C(N)C2(C#N)C(c3ccccc3)NC(C)=C(C)C12C#N (stereo not given),-1.1,0,0.1,-78,-1,-1.1,-1.6,-8,0.0,-0.9,0.1
CSCCNC(=O)C1(C)CCN1C(=O)c1ccc(C(C)(C)C)cc1 (stereo not given),-1.4,-1,·,1,-2,-1.9,-1.4,1,-1.6,0.7,-0.1
Cc1nc(N)c(C#N)c(-c2ccccc2)c1C,-1.8,1,0.2,-5,0,-1.0,-2.6,-2,-0.1,3.6,-0.9
COc1cc(/C=N/N2CCN(c3ccccc3OC)CC2)ccc1O,3.9,0,-0.4,2,7,-1.5,-1.8,-1,-0.5,1.1,0.6
Cc1sc(NC(=O)c2ccco2)c(C(c2ccccc2)N2CCC(C)CC2)c1C (stereo not given),-2.0,-3,-0.5,-105,-6,-1.8,0.3,7,-1.1,0.0,-0.4
CCCCCCn1nc(C(=O)OCC(=O)c2c(N)n(C)c(=O)n(C)c2=O)c2ccccc2c1=O,-0.7,-4,-1.2,-3,0,-0.5,0.5,1,-0.6,-2.4,-1.6
Cc1nc(-n2nnc3ccccc32)c2c3c(sc2n1)CCCC3,2.4,-3,0.0,-164,-3,-0.1,1.3,1,-0.1,-1.0,-0.7
CN1CCCN(C2C3CC4CC(C3)CC2C4)CC1 (stereo not given),0.7,-4,-0.1,0,-1,-1.0,0.5,2,-0.1,-0.9,0.8
CC1CN(S(=O)(=O)c2cc(C(=O)NCCCN3CCCC3=O)ccc2Cl)CC(C)O1 (stereo not given),-1.5,-2,-0.7,-7,-2,-0.6,1.0,10,-2.8,1.9,0.5
CC(C)Cc1nnc(NC(=O)CCC(=O)Nc2ccc3cn[nH]c3c2)s1,1.5,1,0.3,-7,-4,0.7,1.7,-4,0.3,0.4,3.9
O=C(NCc1ccccc1CN1CCCCC1)c1ccccc1N1CCCC1=O,-0.2,6,1.9,0,-1,-0.3,0.3,9,0.2,0.2,1.1
Cc1ccc(/C=C/S(=O)(=O)NCC(=O)OCC(=O)NCc2ccccc2)cc1,0.2,-1,2.2,-12,-1,-0.7,-0.9,-8,-1.0,2.5,-0.9
O=C(Nc1cccc(F)c1)c1ccc2c(c1)OCCO2,13*,0,-0.5,-3,6,0.5,-2.1,1,2.2,1.2,6.3*
O=C(NCCCN1CCN(c2cccc(Cl)c2)CC1)c1ccc(N2CCCC2=O)cc1,-0.6,-4,-0.9,0,-3,-1.3,0.0,-9,-0.5,0.3,-1.2
COc1ccc(-c2coc3cc(OC(C)=O)c(OC)cc3c2=O)cc1,5.8,-2,1.7,-363,4,-0.9,0.4,8,1.8,2.6,0.6
COCCn1c(C)cc(/C=C2/SC(=O)N(C(C)C(=O)OC)C2=O)c1C (stereo not given),6.7,8,1.1,-25,5,-1.1,0.7,4,1.9,1.9,2.1
Cn1c(CNC(=O)CNC(=O)c2cccc(Cl)c2)cc(=O)n(C)c1=O,0.3,-5,-0.5,-7,-1,0.4,-1.2,1,0.5,-1.6,-2.2
CC(C)(C)OC(=O)N(CCc1ccccc1)Cc1cccc(OCc2cccc(NC(=O)C3CCCC3)c2)c1,-1.0,8,0.8,1,-2,-1.3,-0.6,-11,-0.8,2.4,1.7

# Entries from the list above that have a tert-butyl group (2):
SMILES,hgDAF-12 ag,Rev-erbA mod,DAX1 inh-1,PLC-beta3 inh,SMARCA2 activ,ssDAF12 agonist,PG9 Ab binder,HGIII-sPLA2 inh,DAX1 inh-2,GAA850 FXN act,hcDAF-12 act
CSCCNC(=O)C1(C)CCN1C(=O)c1ccc(C(C)(C)C)cc1 (stereo not given),-1.4,-1,·,1,-2,-1.9,-1.4,1,-1.6,0.7,-0.1
CC(C)(C)OC(=O)N(CCc1ccccc1)Cc1cccc(OCc2cccc(NC(=O)C3CCCC3)c2)c1,-1.0,8,0.8,1,-2,-1.3,-0.6,-11,-0.8,2.4,1.7

# Going on with the list:
SMILES,hgDAF-12 ag,Rev-erbA mod,DAX1 inh-1,PLC-beta3 inh,SMARCA2 activ,ssDAF12 agonist,PG9 Ab binder,HGIII-sPLA2 inh,DAX1 inh-2,GAA850 FXN act,hcDAF-12 act
CN(C)c1ccc(-c2nc3ccccc3c(=O)[nH]2)cc1,15*,1,-4.2,-67,0,0.8,-3.6,-28,5.0*,-1.7,10*
CC(C)=CCC/C(C)=C/CNC(=O)C[C@H]1C[C@H](C(=O)N(C(C)C)C(C)C)[C@@]2(C)c3[nH]c4cc(-c5ccco5)ccc4c3CCN2C1=O,-2.3,-2,0.2,i,-9,-0.5,-0.1,-10,0.2,-0.6,0.2
COc1ccc(C)cc1N/C(N)=N/c1nc(C)cc(C)n1,-0.4,-7,-1.7,1,0,-2.0,-1.6,7,-0.8,0.5,-0.5
COc1ccc(C(=O)C[n+]2ccc3c(c2)nc(Cc2ccccc2)n3C)cc1,-1.4,6,·,-6,-4,-1.0,·,4,-0.3,·,-1.1
Cc1cc(C)n(-c2ccc(C(=O)OCC(=O)c3ccc(Br)s3)cc2)n1,0.1,20,2.1,-3,-1,-0.9,8.1,-23,-0.8,-2.5,-0.9
Cc1ccc(/C=N/NC(=O)CCCOc2ccc(Cl)cc2Cl)cc1,0.8,2,-0.4,-4,-4,-1.5,-0.6,-6,-1.1,-2.7,-2.3
COCC1CCN(C(=O)c2cc(COc3ccc(OC)c4ccccc34)on2)C1 (stereo not given),11*,-6,2.1,-15,3,0.8,-0.7,-13,5.6*,4.1,8.1*
COc1cc(C2Oc3ccccc3C=C2[N+](=O)[O-])cc(OC)c1OC (stereo not given),-7.4,-1,·,-33,21*,-1.5,-2.4,4,-2.3,-4.1,-3.4
CCN1CCN(C(=O)C2CCC(CNS(=O)(=O)c3ccc(NC(C)=O)cc3)CC2)CC1 (stereo not given),-0.1,-2,-1.1,-6,-3,-0.5,-0.1,4,-0.1,-1.8,0.7
N#Cc1nc(Cc2cccc3ccccc23)oc1NCc1ccco1,-0.3,4,-0.5,-3,3,-2.0,-1.2,-27,-0.9,0.7,-2.2
CN(C)[C@H]1CCN(c2cccc3c2S(=O)(=O)N2CC[C@H](C2)O3)C1,-1.4,-3,·,1,1,-0.7,·,0,0.3,·,1.7
CC(=O)N1CCc2cc(S(=O)(=O)N3CC(C)CC(C)C3)ccc21 (stereo not given),-1.8,0,0.1,-4,-2,-0.7,-1.4,0,-0.4,0.7,0.0
CCOc1ccccc1C(=O)N[C@H](C(=O)OCc1cc(=O)oc2cc(C)ccc12)C(C)C,-1.7,5,-3.7,-2,0,-1.6,0.9,-19,-0.2,0.2,-3.6
COc1ccc(C2=NOC3(CC(=O)N(c4ccc(F)cc4)C3=O)C2)cc1 (stereo not given),-1.1,10,-1.2,-5,-6,-1.3,-2.2,-4,0.0,-1.1,2.3
Cc1ccc(CNC(=O)c2nn(C)c3c2CS(=O)(=O)c2ccccc2-3)cc1,-2.0,2,-0.8,1,0,-1.3,-1.3,-1,-2.1,-1.1,-2.5
O=C(CCn1c(=S)[nH]c2ccccc2c1=O)Nc1cccc(Cl)c1,0.0,10,0.4,4,-2,-0.6,4.1,11,-1.8,-1.5,-3.9
COc1ccc(-c2coc3c(C(=O)NCCN(C)C)cccc23)c(C)c1,-0.9,-3,·,1,-4,-0.6,-0.3,-12,-1.9,-0.4,-2.6
Cc1nc(N2CCC(C)CC2)c2nnn(Cc3ccccc3)c2n1,-2.0,-1,0.1,2,0,-1.1,-1.2,-8,0.3,-0.3,-1.0
CN(C)CC(=O)Nc1cc(C(F)(F)F)ccc1Cl,1.2,0,0.1,3,0,-1.4,0.5,8,0.1,0.0,-1.1
CCOC(=O)/C(=C/c1ccc(Cl)cc1)NC(=O)c1ccco1,-0.1,-3,-0.9,4,-1,-1.9,-2.1,3,-1.0,-0.4,-1.4
Cc1ccc(/C=C/C(=O)NC(=S)N2CCN(C)CC2)cc1,-0.9,-3,-0.6,-7,0,-0.8,-0.4,4,0.2,3.5,-2.1
CSC[C@H](NC(=O)COc1cc2c(c3oc(=O)c(C)c(C)c13)CCC(C)(C)O2)C(=O)O,0.4,-1,-0.8,i,2,-1.2,-1.7,0,0.0,2.5,-1.1
CCOc1ccccc1/C=N/NC(=O)CNC(=O)COc1ccccc1,2.1,1,-1.0,-1,1,-1.0,-0.8,-1,0.2,-0.5,-1.7
Cc1cc2cc(CNC(=O)CCC(=O)O)ccc2[nH]1,1.5,1,-1.0,-19,0,-1.5,-1.3,4,-0.6,-1.6,-0.2
O=c1oc2ccccc2c(NC(c2ccccc2)c2ccccc2)c1[N+](=O)[O-],-2.4,39*,-1.1,0,-4,-1.4,0.1,-12,-0.8,3.5,1.1
CC(C)(C)[C@H]1C=C(C(N)=O)O[C@@H](OCc2ccc(CO)cc2)C1,1.0,0,1.2,-2,3,-1.0,-0.7,4,0.0,0.3,0.2
Cc1ccccc1NC(=O)c1nn(C)c2c1CS(=O)(=O)c1ccccc1-2,2.3,4,0.2,-4,-2,-1.1,0.9,3,-0.1,-0.8,-0.1
